GLP1R cytotox: cytotoxicity in counter-screen for GLP-1R inverse agonists; HEK293 cAMP-luciferase reporter cells, luminescence, 24 h; Potency, µM (titrated, usually from 38.3 µM), inactives show at the top dose activity change, negative = inhibition, hits mostly inhibitors; 0.13% of 410,000 active;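 also: loss of luciferase light is scored as toxicity; potency is read from the fitted curve at half-maximal effect; % is scaled to controls: 0 for no effect and ±100 for the full control effect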
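Compound-treated cells are incubated 24 hr at 37 deg C under 5% CO2 after a 12 hour attachment period, then luciferase detection reagent is added and luminescence is measured following 12 min at room temperature; lowered signal indicates toxicity.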
KB-V1 MDR tox: kills drug-selected multidrug resistant KB-V1 cells; KB-V1 MDR cells viability, CellTiter-Glo, 72 h; Potency, µM (series often up to 46.1 µM), without a hit: at the highest dose activity change, negative = cytotoxicity, hits mostly cytotoxic; 3.4% of 400,000 active; AID 1347076; also: potency is read from the fitted curve at half-maximal effect; % is scaled to controls: 0 for no effect and ±100 for the full control effect; nearly all actives have a fitted effect of over 60% in size
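Potencies derive from concentration-effect curves fitted to normalized luminescence (CellTiter-Glo) of KB-V1 cells treated for 72 h at 37 degrees C in phenol-red-free DMEM containing 10% FBS.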
D3 ag: D3 dopamine receptor (human) agonism; P35462; D3R DiscoveRx beta-arrestin cells, luminescence, 90 min; max activation, %; 0.58% of 410,000 active; AID 652048; in the data active = max activation above about 30%; also: 0% is about no effect; mostly tested at two doses, the higher about 12 µM
Target sequence (P35462 whole entry, looked up): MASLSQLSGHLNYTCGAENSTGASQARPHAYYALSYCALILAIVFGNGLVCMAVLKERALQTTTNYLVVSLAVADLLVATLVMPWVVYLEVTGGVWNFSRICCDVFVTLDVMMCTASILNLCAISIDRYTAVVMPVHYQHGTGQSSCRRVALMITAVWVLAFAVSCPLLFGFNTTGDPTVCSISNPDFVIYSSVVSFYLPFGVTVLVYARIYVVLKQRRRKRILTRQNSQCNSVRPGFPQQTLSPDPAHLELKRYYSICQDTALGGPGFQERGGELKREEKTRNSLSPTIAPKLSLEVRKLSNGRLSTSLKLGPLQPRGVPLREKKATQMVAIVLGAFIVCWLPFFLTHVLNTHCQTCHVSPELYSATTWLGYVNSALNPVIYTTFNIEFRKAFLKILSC
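Cells at 1500/well, incubated overnight, then treated with pinned compounds (dopamine as control) for 90 min at 37 degrees C. DiscoveRx reagent added for 30 - 60 minutes at room temperature; luminescence read.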
GLP-1R agonist: GLP-1 receptor (human) agonism; P43220; HEK293 GLP-1R CRE-luciferase, luminescence, 4-6 h; cells express a hypersensitive GLP-1R form; Potency, µM (titrated, usually from 45.6 µM), for the others: at the top dose activation, hits mostly activators; 0.007% of 380,000 active; also: potency is read from the fitted curve at half-maximal effect; % of control where 0% means no effect
D3 antag: blocks the human D3 dopamine receptor | D3R cells, DiscoveRx beta-arrestin luminescence, antagonist mode; hits give low values | max response, negative = inhibition, % | 2.5% of 360,000 active | AID 652054; in the data active = max response below about -50%; inconclusive = no clear call, values can overlap the other calls; also: % is scaled to controls: 0 for no effect and ±100 for the full control effect; mostly tested at two doses, the higher about 12 µM
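Cells expressing the human receptor were seeded at 1500 cells/well, incubated overnight at 37 degrees C in 5% CO2, then exposed to library compounds with dopamine controls for 90 minutes at 37 degrees C before luminescent detection.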
GLP-1R inv ag: acts as inverse agonist at human GLP-1 receptor | P43220 | HEK293 GLP-1R CRE-luciferase, luminescence, 24 h; GLP-1R form is constitutively active | Potency, µM (doses to about 38.3 µM), inactives show at the top dose activity change, negative = inhibition, most hits filed as inhibitors | 1.6% of 410,000 active | AID 624417; also: potency is read from the fitted curve at half-maximal effect; % is scaled to controls: 0 for no effect and ±100 for the full control effect; nearly all actives have a fitted effect of over 55% in size
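Assay principle: reduced luminescence from a cAMP-responsive reporter in HEK293 cells co-expressing a constitutively active GLP-1R. Conditions: 24 hr compound incubation, 37 deg C, 5% CO2.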
TDP-43 yeast inh: rescues yeast growth from TDP-43 toxicity. AID 652104. Potency, µM (titrated, usually from 46.1 µM), inactives show at the top dose growth rescue (activation), usual class: activators. 1.8% of 410,000 active. TDP-43 expressing yeast growth rescue, BacTiter-Glo, 24 h; also: potency is read from the fitted curve at half-maximal effect; % of control where 0% means no effect; nearly all actives have a fitted effect of over 50% in size
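Growth rescue of TDP-43-toxic yeast measured as ATP luminescence (BacTiter-Glo). Cells grown to mid-log in raffinose, induced in galactose at OD600=0.02, exposed to compound 24 hr at 30 deg C.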
PTHR1 agonist: agonists of human PTHR1 parathyroid hormone receptor; Q03431; HEK293 GP2 PTHR1 cells, GloSensor cAMP luminescence, 1 h; Potency, µM (series often up to 115 µM), without a hit: at the highest dose activation, usual class: activators; 0.075% of 410,000 active; also: potency is read from the fitted curve at half-maximal effect; nearly all actives have a fitted effect of over 55% in size; some results filed as inactive show a strong effect at the top dose; inactives centre near -15; many of its hits are not listed in these tables
Target sequence (Q03431 whole entry, looked up): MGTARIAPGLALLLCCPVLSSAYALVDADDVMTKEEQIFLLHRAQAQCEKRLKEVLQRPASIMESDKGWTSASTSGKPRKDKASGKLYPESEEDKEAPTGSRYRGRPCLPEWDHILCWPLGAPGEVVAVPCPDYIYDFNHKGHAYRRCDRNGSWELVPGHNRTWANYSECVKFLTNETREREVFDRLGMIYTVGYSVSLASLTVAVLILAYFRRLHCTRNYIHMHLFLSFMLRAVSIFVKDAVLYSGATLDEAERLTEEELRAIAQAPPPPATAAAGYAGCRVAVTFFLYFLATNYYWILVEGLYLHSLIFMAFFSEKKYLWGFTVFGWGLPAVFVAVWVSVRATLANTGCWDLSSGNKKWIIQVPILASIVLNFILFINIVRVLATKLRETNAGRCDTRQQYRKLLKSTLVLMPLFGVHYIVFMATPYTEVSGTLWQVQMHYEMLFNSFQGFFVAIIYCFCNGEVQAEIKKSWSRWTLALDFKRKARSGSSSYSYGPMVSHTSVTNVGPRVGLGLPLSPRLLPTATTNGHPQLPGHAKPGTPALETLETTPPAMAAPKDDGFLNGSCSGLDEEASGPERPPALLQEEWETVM
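HEK-293-derived GP2 cells expressing PTHR1 and a GloSensor cAMP reporter, 3,000/well, plated overnight, given luciferin plus IBMX (each 0.5 mM as added) for 1 h at 37 °C, then compound for 1 h at 37 °C. Luminescence was read after 15 min at room temperature.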
aSyn rescue: rescues yeast growth from alpha-synuclein toxicity; Yeast expressing alpha-synuclein, growth rescue, BacTiter-Glo, 24 h; Potency, µM (series often up to 46.1 µM), inactives show at the top dose growth rescue (activation), hits mostly activators; 0.14% of 370,000 active; AID 652106; also: potency is read from the fitted curve at half-maximal effect; % of control where 0% means no effect; nearly all actives have a fitted effect of over 65% in size
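Readout is rescue of growth in alpha-synuclein-expressing yeast, so inhibitors of toxicity appear as activators. Growth after 24 hr at 30 deg C in galactose medium is quantified by luminescence.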
Numbers without * were called inactive; & = joins results of further samples; [ ] = another dose, or the depositor's remark. Unless noted, calls follow the shape of the dose curve; as a rule, active = well fitted curve in the direction sought with a large enough effect; inconclusive = small, poorly fitted or top-dose-only effect, or another doubt; inactive = no such curve, though single readings can be large; an effect the other way counts as inactive or inconclusive. A portion of the library; the hit share may differ from the screen's.

What do the screens show for `COc1ccc(OC)c(CN2C(=O)CSCC2(C)C(=O)NCc2ccccc2)c1` (stereo not given)?
GLP1R cytotox: -8%; KB-V1 MDR tox: -24%; D3 ag: -5; D3 antag: 6; GLP-1R inv ag: -13%; TDP-43 yeast inh: -8%; PTHR1 agonist: -27%; aSyn rescue: -1%

What do the screens show for `CCNc1nc(NCC)n2c(SC(C(=O)Nc3cc(C)ccc3C)c3ccccc3)nnc2n1` (stereo not given)?
GLP1R cytotox: 2%; KB-V1 MDR tox: inconclusive; D3 ag: 5; GLP-1R agonist: 6%; D3 antag: -10; GLP-1R inv ag: 4%; TDP-43 yeast inh: -8%; PTHR1 agonist: -15%; aSyn rescue: -4%

Results for COc1ccc(S(=O)(=O)N2CCN(c3ccccn3)CC2)cc1OC ?
GLP1R cytotox: 6%; KB-V1 MDR tox: -1%; D3 ag: -2; GLP-1R agonist: 20%; D3 antag: 7; GLP-1R inv ag: 47%[activator]; TDP-43 yeast inh: -15%; PTHR1 agonist: inconclusive; aSyn rescue: 5%

What do the screens show for `C=CCC1(C#N)C(=S)NC2=C(C(=O)CC(C)(C)C2)C1c1ccc(Br)cc1` (stereo not given)?
GLP1R cytotox: -17%; KB-V1 MDR tox: 1%; D3 ag: -3; GLP-1R agonist: 7%; D3 antag: -17; GLP-1R inv ag: 8%; TDP-43 yeast inh: -6%; PTHR1 agonist: -8%; aSyn rescue: 0%

How did CC(=O)N1C(=O)c2cccc3cccc(c23)C(=O)N1C(C)=O do in these assays?
GLP1R cytotox: -24%; KB-V1 MDR tox: 11%; D3 ag: -4; GLP-1R agonist: 0%; D3 antag: -20; GLP-1R inv ag: -23%; TDP-43 yeast inh: 0%; PTHR1 agonist: -13%[57.5 µM]; aSyn rescue: 4%

How did O=[N+]([O-])c1cccc(Cl)c1NCCNc1ncc(C(F)(F)F)cc1Cl do in these assays?
GLP1R cytotox: -9%; KB-V1 MDR tox: -1%; D3 ag: 1; GLP-1R agonist: -5%; D3 antag: 1; GLP-1R inv ag: -35%; TDP-43 yeast inh: 3%; PTHR1 agonist: -3%; aSyn rescue: 0%

What do the screens show for `c1ccc(Cc2ccc(OCCN3CCOCC3)cc2)cc1`?
GLP1R cytotox: -4%; KB-V1 MDR tox: -25%; D3 ag: -1; GLP-1R agonist: 1%; D3 antag: 4; GLP-1R inv ag: inconclusive; TDP-43 yeast inh: -24%; PTHR1 agonist: -9%; aSyn rescue: 6%

What do the screens show for `CCn1cc(C(=O)NCCc2ccccc2)c(=O)c2cc(S(=O)(=O)N3CCCCCC3)ccc21`?
GLP1R cytotox: 2%; KB-V1 MDR tox: 8%; D3 ag: -2; GLP-1R agonist: 2%; GLP-1R inv ag: -5%; TDP-43 yeast inh: 23%; PTHR1 agonist: -40%[inhibitor]

What do the screens show for `Cc1ccc(OCCCC(=O)Nc2sc3c(c2C(N)=O)CCC(C)C3)cc1` (stereo not given)?
GLP1R cytotox: 2%; KB-V1 MDR tox: 6%; D3 ag: -12; GLP-1R inv ag: -7%; TDP-43 yeast inh: -19%; PTHR1 agonist: -31%[inhibitor]

How did COc1ccc(CCNCc2ccc(OCc3ccc(Cl)nc3)c(OC)c2)cc1OC do in these assays?
GLP1R cytotox: -25%; KB-V1 MDR tox: -5%; D3 ag: -6; GLP-1R agonist: 4%; D3 antag: 0; GLP-1R inv ag: inconclusive; TDP-43 yeast inh: -2%; PTHR1 agonist: inactive; aSyn rescue: 2%

What do the screens show for `COCCN1C(=O)c2oc3ccccc3c(=O)c2C1c1ccc(O)c(OC)c1` (stereo not given)?
GLP1R cytotox: 2%; KB-V1 MDR tox: 6%; D3 ag: 1; GLP-1R agonist: -4%; D3 antag: 5; GLP-1R inv ag: 18%; TDP-43 yeast inh: 10%; PTHR1 agonist: -22%; aSyn rescue: -1%

What do the screens show for `CCOCCCN1CN(S(=O)(=O)c2ccc(Cl)cc2)c2nc3ccccc3nc21`?
GLP1R cytotox: -1%; KB-V1 MDR tox: inconclusive; D3 ag: 4; GLP-1R agonist: -1%; D3 antag: 38; GLP-1R inv ag: inconclusive; TDP-43 yeast inh: -5%; PTHR1 agonist: -8%[57.5 µM]; aSyn rescue: 9%

Results for Cc1ccc(N(C(=O)c2ccc3c(c2)OCO3)C2C=CS(=O)(=O)C2)cc1C (stereo not given) ?
GLP1R cytotox: 4%; D3 ag: -16; GLP-1R agonist: 1%; D3 antag: -28; GLP-1R inv ag: -6%; TDP-43 yeast inh: 2%; PTHR1 agonist: -9%; aSyn rescue: -3%

Results for COC(=O)c1ccccc1S(=O)(=O)N1CCCC(c2nc3c(nnn3Cc3ccc(C)cc3)c(=O)[nH]2)C1 (stereo not given) ?
GLP1R cytotox: -1%; KB-V1 MDR tox: -17%; D3 ag: 19; GLP-1R agonist: 9%; D3 antag: -21; GLP-1R inv ag: 6%; TDP-43 yeast inh: -7%; PTHR1 agonist: inactive; aSyn rescue: 2%

How did O=C(CCNS(=O)(=O)c1cccc2nsnc12)NCc1ccccc1Cl do in these assays?
GLP1R cytotox: -2%; KB-V1 MDR tox: -29%; D3 ag: 13; GLP-1R agonist: 11%; D3 antag: 5; GLP-1R inv ag: -1%; TDP-43 yeast inh: -6%; PTHR1 agonist: inactive; aSyn rescue: -3%

What do the screens show for `CC(C)CNC(=O)C1C2C=CC(C2)C1C(=O)O` (stereo not given)?
GLP1R cytotox: -9%; KB-V1 MDR tox: 0%; D3 ag: -2; GLP-1R agonist: -9%; D3 antag: 3; GLP-1R inv ag: 1%; TDP-43 yeast inh: 11%; PTHR1 agonist: inactive; aSyn rescue: -1%

How did O=C(O)/C(=C/c1cccnc1)NC(=O)c1ccccc1 do in these assays?
GLP1R cytotox: -1%[1.53 µM]; KB-V1 MDR tox: -1%; D3 ag: -10; GLP-1R agonist: -1%; D3 antag: -1; GLP-1R inv ag: 24%; TDP-43 yeast inh: 23%; PTHR1 agonist: inactive; aSyn rescue: 0%

Results for COc1cccc(-c2nn(-c3ccc(F)cc3)cc2C(=O)NCC2CCCO2)c1 (stereo not given) ?
GLP1R cytotox: 11%; KB-V1 MDR tox: inconclusive; D3 ag: -13; GLP-1R agonist: 7%; D3 antag: 9; GLP-1R inv ag: inconclusive; TDP-43 yeast inh: 21%; PTHR1 agonist: -25%; aSyn rescue: -3%

How did COC(=O)c1ccc(C)c(NC(=O)COC(=O)C2CC3CCCC(C2)C3=O)c1 (stereo not given) do in these assays?
GLP1R cytotox: -8%; KB-V1 MDR tox: 6%; D3 ag: -1; GLP-1R agonist: -13%; D3 antag: -22; GLP-1R inv ag: -2%; TDP-43 yeast inh: 18%; PTHR1 agonist: -21%; aSyn rescue: -1%

What do the screens show for `Cc1[nH]c2ccccc2c1C(=O)C(=O)Nc1ccc2c(c1)OCO2`?
GLP1R cytotox: -7%; KB-V1 MDR tox: -6%; D3 ag: 5; GLP-1R agonist: 3%; D3 antag: 4; GLP-1R inv ag: 18%; TDP-43 yeast inh: 30%; PTHR1 agonist: -21%; aSyn rescue: -4%

What do the screens show for `CCOc1cc2[nH]c(=O)n(CCCN3CCCC3=O)c(=O)c2cc1OCC`?
GLP1R cytotox: -4%; KB-V1 MDR tox: -17%; D3 ag: 3; GLP-1R agonist: -1%; D3 antag: 24; GLP-1R inv ag: 1%; TDP-43 yeast inh: 21%; PTHR1 agonist: -6%[57.5 µM]; aSyn rescue: -4%

Results for Cc1ccc(C)n1CCN1CCN(C(=O)CC#N)CC1 ?
GLP1R cytotox: -1%; KB-V1 MDR tox: 2%; D3 ag: -6; GLP-1R agonist: 0%; D3 antag: -22; GLP-1R inv ag: 12%; TDP-43 yeast inh: 0%; PTHR1 agonist: 7%; aSyn rescue: -1%

What do the screens show for `Cc1cc(C)c(Nc2nc3ccccc3n3c(C)nnc23)c(C)c1`?
GLP1R cytotox: 2%; KB-V1 MDR tox: 0%; D3 ag: -17; GLP-1R inv ag: 16%; TDP-43 yeast inh: 15%; PTHR1 agonist: -6%

Results for Cc1cccnc1NC(=O)Nc1cccs1 ?
GLP1R cytotox: 3%; KB-V1 MDR tox: 0%; D3 ag: 5; GLP-1R agonist: -2%; D3 antag: 17; GLP-1R inv ag: 52%[activator]; TDP-43 yeast inh: 5µM*; PTHR1 agonist: -10%[57.5 µM]; aSyn rescue: 0%

Results for CCOC(=O)CC(NC(=O)c1ccccc1)c1ccc(OC)cc1 (stereo not given) ?
GLP1R cytotox: 2%; KB-V1 MDR tox: inconclusive; D3 ag: 21; GLP-1R agonist: 7%; D3 antag: 12; GLP-1R inv ag: 6%; TDP-43 yeast inh: 6%[9.22 µM]; PTHR1 agonist: -2%; aSyn rescue: 3%

How did CCc1ccccc1S(=O)(=O)Cc1ccc(C(=O)NCc2ccc(Cl)cc2)o1 do in these assays?
GLP1R cytotox: -4%; KB-V1 MDR tox: inconclusive; D3 ag: 4; GLP-1R inv ag: inconclusive; TDP-43 yeast inh: 35µM*; PTHR1 agonist: -8%

What do the screens show for `O=C(O)C[C@H]1c2cc(F)ccc2S(=O)(=O)N1C1CCCCC1`?
GLP1R cytotox: -1%; KB-V1 MDR tox: 9%&4%; D3 ag: 10; GLP-1R agonist: -4%; D3 antag: 39; GLP-1R inv ag: 2%; TDP-43 yeast inh: 17%; PTHR1 agonist: inactive; aSyn rescue: 1%

Screens deposited in PubChem BioAssay by National Center for Advancing Translational Sciences (NCATS).
